Mm-Cpn inhibitor: M. maripaludis TRiC chaperonin inhibition | 0.031% of 330,000 active | purified Mm-Cpn ATPase, ADP Transcreener TR-FRET | Potency, µM (doses to about 76.9 µM), for the others: at the highest dose activity, negative = inhibition, actives largely listed as inhibitors; also: potency is read from the fitted curve at half-maximal effect; % is scaled to controls: 0 for no effect and ±100 for the full control effect; nearly all actives have a fitted effect of over 80% in size
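ATPase turnover read by TR-FRET ADP competition (Eu cryptate antibody/ADP-d2, 665/590 nm): 10uM ATP final, 25nM Mm-CPN final, 30 min 37degC after 10-min compound preincubation, pH 7.4 Tris/KCl/MgCl2/DTT buffer.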
CCT modulator: cytosolic chaperonin activity modulation. purified chaperonin ATPase assay, HTRF ADP detection, 30 min. activity change, % (no concentration beside the values), hits read low. 0.3% of 360,000 active. AID 651819; in the data active = activity change below about -30%; also: % is scaled to controls: 0 for no effect and ±100 for the full control effect
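TRiC (40 or 20 nM final, by batch activity) in 30 mM Tris pH 7.4, 100 mM KCl, 5 mM MgCl2, 1 mM DTT was treated with compound at 76 uM single dose, then 10 uM ATP, 30 min at 37 °C. ADP was read by HTRF Transcreener.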
Nrf2 ARE act: activates Nrf2 signaling | 0.31% of 410,000 active | AID 624171 | Potency, µM (titrated, usually from 46.1 µM), for the others: at the highest dose activation, actives largely listed as activators | AREc32 ARE-luciferase reporter (MCF7-derived line), luminescence, 24 h; also: potency is read from the fitted curve at half-maximal effect; % of control where 0% means no effect; nearly all actives have a fitted effect of over 65% in size
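Nrf2 activation is followed as ARE-luciferase induction in the AREc32 line after one day of compound treatment; luminescence is read with Steady-Glo.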
TGFb inhibitor: inhibitors of TGF-b signaling. 1.2% of 410,000 active. Potency, µM (titrated, usually from 46.1 µM), for inactives: top-dose activity, negative = inhibition, most hits filed as inhibitors. HepG2 CAGA-GFP TGF-b/SMAD3 reporter, GFP fluorescence, 18 h; TGF-beta stimulated, 500 pg/mL final. AID 588855; also: potency is read from the fitted curve at half-maximal effect; % is scaled to controls: 0 for no effect and ±100 for the full control effect; nearly all actives have a fitted effect of over 65% in size
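Read-out: total well GFP (ex488/em500-530) summed from mean per-cell fluorescence. Cells: HEPG2 CAGA-GFP, 1% FBS DMEM, 18 h at 37 degrees C with 500 pg/mL final TGF-beta. Unstimulated wells served as the full-inhibition control; stimulated DMSO wells = 0%.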
EPAC2 antag: blocks human EPAC2 exchange factor. Q8WZA2. EPAC2 GEF exchange of Rap1B-BODIPY-GDP, fluorescence. Potency, µM (series often up to 114 µM), for inactives: top-dose activity, negative = inhibition, usual class: inhibitors. 0.18% of 360,000 active. AID 720708; also: potency is read from the fitted curve at half-maximal effect; % is scaled to controls: 0 for no effect and ±100 for the full control effect; nearly all actives have a fitted effect of over 45% in size; many of its hits are not listed in these tables
Target sequence (Q8WZA2 whole entry, looked up): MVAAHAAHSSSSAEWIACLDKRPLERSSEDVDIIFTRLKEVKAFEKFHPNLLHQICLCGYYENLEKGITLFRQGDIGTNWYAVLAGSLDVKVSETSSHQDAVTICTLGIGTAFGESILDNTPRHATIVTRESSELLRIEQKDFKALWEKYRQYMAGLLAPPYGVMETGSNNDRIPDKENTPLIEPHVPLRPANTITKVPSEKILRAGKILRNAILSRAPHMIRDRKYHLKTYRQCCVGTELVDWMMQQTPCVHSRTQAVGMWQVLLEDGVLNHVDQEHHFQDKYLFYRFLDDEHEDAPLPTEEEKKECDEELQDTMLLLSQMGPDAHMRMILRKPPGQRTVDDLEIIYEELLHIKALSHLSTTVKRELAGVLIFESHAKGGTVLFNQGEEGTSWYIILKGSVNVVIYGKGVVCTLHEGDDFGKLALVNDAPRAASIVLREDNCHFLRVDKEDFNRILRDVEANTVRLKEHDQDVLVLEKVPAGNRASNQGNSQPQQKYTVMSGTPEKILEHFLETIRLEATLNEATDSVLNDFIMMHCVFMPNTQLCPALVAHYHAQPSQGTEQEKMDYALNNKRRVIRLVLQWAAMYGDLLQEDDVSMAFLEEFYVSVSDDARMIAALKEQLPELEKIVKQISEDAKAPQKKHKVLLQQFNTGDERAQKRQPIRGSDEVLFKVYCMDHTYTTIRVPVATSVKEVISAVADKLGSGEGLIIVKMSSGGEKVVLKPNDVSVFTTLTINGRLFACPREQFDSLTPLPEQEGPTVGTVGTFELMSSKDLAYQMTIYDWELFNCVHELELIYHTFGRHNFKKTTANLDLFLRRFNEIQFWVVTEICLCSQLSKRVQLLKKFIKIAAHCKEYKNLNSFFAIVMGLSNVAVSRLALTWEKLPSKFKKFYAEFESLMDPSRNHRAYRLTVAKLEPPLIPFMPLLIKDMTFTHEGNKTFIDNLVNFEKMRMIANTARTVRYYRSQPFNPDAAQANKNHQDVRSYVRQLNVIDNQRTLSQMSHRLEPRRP
EPAC2 ag: activates human EPAC2 exchange factor; Potency, µM (titrated, usually from 154 µM), for inactives: at the top dose activation, most hits filed as activators; Q8WZA2; 0.079% of 360,000 active; EPAC2 activation, biochemical qHTS; response scale: 100% = 6.5 mM cAMP response; also: potency is read from the fitted curve at half-maximal effect; nearly all actives have a fitted effect of over 50% in size
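Setup: EPAC2 100 nM, labeled Rap1B complex 250 nM, free GDP 50 uM. Compound titrations pinned in, brief spin, 5 min room temperature incubation. Kinetic fluorescence read over 30 min, normalized to 6.5 mM cAMP.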
pAkt inh: Akt phosphorylation inhibition. Neuro2A IGF-stimulated pAkt S473 HTRF, 20 min; active compounds read low. activity change, % for hits at 50 µM. 0.32% of 360,000 active. AID 651550; in the data active = activity change below about -80%; inconclusive = mostly about -51% to -80%; also: % is scaled to controls: 0 for no effect and ±100 for the full control effect
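Neuro2A cells in DMEM with 0.5% FBS, overnight at 37 deg C, given compound at single 50 µM final, then IGF (6 nM final) for 20 min at 37 deg C. Lysed; phospho-Akt Ser473 by HTRF after 24 h, 665/615 ratio.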
Nrf2 inh: inhibitors of Nrf2 signaling | 2.1% of 360,000 active | AID 504444 | A549 ARE-Fluc reporter, luciferase luminescence, 18-24 h | Potency, µM (series often up to 46 µM), for inactives: at the top dose activity change, negative = inhibition, hits mostly inhibitors; also: potency is read from the fitted curve at half-maximal effect; % is scaled to controls: 0 for no effect and ±100 for the full control effect; nearly all actives have a fitted effect of over 60% in size
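Cells were seeded and rested 2 h, then exposed to compounds for 18-24 h. CellTiter-Fluor was read first as a viability measure. BugLite was added 15 min before the final luminescent read of ARE-luciferase activity in A549 cells.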
A549 tox: A549 cytotoxicity, counter-screen for Nrf2 inhibitors | A549 ARE-Fluc cells, CellTiter-Fluor viability, 18-24 h | AID 504648 | 0.16% of 390,000 active | Potency, µM (doses to about 46 µM), without a hit: at the highest dose activity change, negative = cytotoxicity, actives largely listed as inhibitors; also: potency is read from the fitted curve at half-maximal effect; % is scaled to controls: 0 for no effect and ±100 for the full control effect
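A549 ARE_Fluc cells in 5% FBS OPTI-MEM were exposed to compounds in concentration-response for 18-24 h at 37 deg C. Viability was read by CellTiter-Fluor fluorescence (Ex 405/Em 525) after 30 min, before the luciferase read.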
* hit, by the source's call; [ ] = dose if it differs, or a comment. Unless noted, calls follow the shape of the dose curve; as a rule, active = well fitted curve in the direction sought with a large enough effect; inconclusive = small, poorly fitted or top-dose-only effect, or another doubt; inactive = no such curve, though single readings can be large; an effect the other way counts as inactive or inconclusive. Only part of the results is shown; rates above refer to the full screens.

What do the screens show for `COc1ccc(CNc2nc3nc4c(c(=O)n3[nH]2)CCC4)cc1`?
Mm-Cpn inhibitor: 2%; CCT modulator: -0.3; Nrf2 ARE act: 0.3%; TGFb inhibitor: -2%; EPAC2 antag: 1%; EPAC2 ag: -5%; pAkt inh: inactive; Nrf2 inh: inconclusive; A549 tox: 0%

How did CCN1CCN(c2nc(-c3ccccc3)nc3ccccc23)CC1 do in these assays?
Mm-Cpn inhibitor: 1%; CCT modulator: -0.3; Nrf2 ARE act: 2.7%; TGFb inhibitor: -5%; EPAC2 antag: -5%; EPAC2 ag: 6%; pAkt inh: inactive; Nrf2 inh: -17%; A549 tox: -2%

Results for COc1ccc(CNc2nc(S(=O)(=O)c3ccccc3)c(Cl)s2)cc1OC ?
Mm-Cpn inhibitor: -11%; CCT modulator: -1.7; Nrf2 ARE act: 3.5%; TGFb inhibitor: inconclusive; EPAC2 antag: -2%; EPAC2 ag: 13%; pAkt inh: inactive; Nrf2 inh: 15µM*; A549 tox: -22%

What do the screens show for `O=C(CN1CCN(c2ccc(F)cc2)CC1)N(C1CCCC1)C1CCS(=O)(=O)C1` (stereo not given)?
Mm-Cpn inhibitor: 0%; CCT modulator: -0.9; Nrf2 ARE act: -0.6%; TGFb inhibitor: 6%; EPAC2 antag: -7%; EPAC2 ag: 4%; pAkt inh: inactive; Nrf2 inh: 5%; A549 tox: 3%

What do the screens show for `Fc1ccc(C2CC(c3ccco3)n3ncnc3N2)cc1` (stereo not given)?
Mm-Cpn inhibitor: 2%; CCT modulator: -1.9; Nrf2 ARE act: 6.8%; TGFb inhibitor: -15%; EPAC2 antag: 33%[activator]; EPAC2 ag: 12%; pAkt inh: inactive; Nrf2 inh: 0%; A549 tox: 4%

What do the screens show for `CCn1cc(C2C(C(=O)Nc3ccc(Br)cn3)=C(C)NC3=C2C(=O)CCC3)c(C)n1` (stereo not given)?
Mm-Cpn inhibitor: -1%; CCT modulator: -0.7; Nrf2 ARE act: 0.4%; TGFb inhibitor: 5%; EPAC2 antag: 22%; EPAC2 ag: 7%; pAkt inh: inactive; Nrf2 inh: 6%; A549 tox: -5%

Results for S=C(NCc1ccccn1)Nc1ccc(Cl)cc1Cl ?
Mm-Cpn inhibitor: 0%; CCT modulator: 2.6; Nrf2 ARE act: 3.4%; TGFb inhibitor: 12%; EPAC2 antag: 10%; EPAC2 ag: 5%; pAkt inh: inactive; Nrf2 inh: inconclusive; A549 tox: 2%

Results for CCOC(=O)C1=C(C)NC(C)=C(C(=O)OCC)C1C(=O)OCC(=O)NCc1ccccc1 ?
Mm-Cpn inhibitor: -2%; CCT modulator: -2.8; Nrf2 ARE act: -0.4%; TGFb inhibitor: 0%; EPAC2 antag: -8%; EPAC2 ag: -7%; pAkt inh: inactive; Nrf2 inh: -9%; A549 tox: -14%

Results for C#CCCc1ccccc1/C=[N+](/C)[O-] ?
Mm-Cpn inhibitor: 1%; CCT modulator: -0.2; Nrf2 ARE act: 0.4%; TGFb inhibitor: 16µM*; EPAC2 antag: 5%; EPAC2 ag: 1%; pAkt inh: inactive; Nrf2 inh: inconclusive; A549 tox: -8%

What do the screens show for `O=P(O)(Cc1ccccc1)Cc1ccccc1`?
Mm-Cpn inhibitor: 1%; CCT modulator: -0.4; Nrf2 ARE act: 0.4%; TGFb inhibitor: 6%; EPAC2 antag: 4%; EPAC2 ag: -12%; pAkt inh: inactive; Nrf2 inh: 3%; A549 tox: 0%

How did COc1ccc(CNc2ncnc3c2[nH]c2cc(OC)c(OC)cc23)cc1 do in these assays?
Mm-Cpn inhibitor: -7%; CCT modulator: 1.5; Nrf2 ARE act: 5.7%; TGFb inhibitor: -13%; EPAC2 antag: 4%; EPAC2 ag: 7%; pAkt inh: inactive; Nrf2 inh: -16%; A549 tox: 1%

What do the screens show for `COc1ccccc1/C=N/N1CCN(c2ccc(Cl)cc2)CC1`?
Mm-Cpn inhibitor: 0%; CCT modulator: -2.2; Nrf2 ARE act: 0.2%; TGFb inhibitor: 9%; EPAC2 antag: 17%; EPAC2 ag: -1%; pAkt inh: inactive; Nrf2 inh: -18%; A549 tox: 6%

How did N#Cc1ccc(C(=O)N2CCN(S(=O)(=O)c3ccc(Br)s3)CC2)cc1 do in these assays?
Mm-Cpn inhibitor: 0%; CCT modulator: -2.0; Nrf2 ARE act: 0.1%; TGFb inhibitor: -9%; EPAC2 antag: 5%; EPAC2 ag: 5%; pAkt inh: inactive; Nrf2 inh: -6%; A549 tox: 3%

What do the screens show for `CC(SC1=NCCN1S(=O)(=O)c1ccc(F)cc1)c1ccccc1` (stereo not given)?
Mm-Cpn inhibitor: -5%; CCT modulator: -1.1; Nrf2 ARE act: -0.3%; TGFb inhibitor: -23%; EPAC2 antag: inconclusive; EPAC2 ag: 8%; pAkt inh: inactive; Nrf2 inh: inconclusive; A549 tox: 10%

Results for Cc1coc2cc3oc(=O)c(CC(=O)NCCc4ccccc4)c(C)c3cc12 ?
Nrf2 ARE act: -0.5%; TGFb inhibitor: -11%; Nrf2 inh: 5%; A549 tox: -6%

Results for COC(=O)C1=C(C)N(Cc2ccccc2)C(=NCc2ccc(OC)cc2)N[C@H]1c1cccc(F)c1 ?
Mm-Cpn inhibitor: 1%; CCT modulator: -1.7; Nrf2 ARE act: -1.8%; TGFb inhibitor: inconclusive; EPAC2 antag: 9%; EPAC2 ag: 11%; pAkt inh: inactive; Nrf2 inh: 5%; A549 tox: 1%

Results for Cc1c(/C=N/Nc2nc3ccccc3[nH]2)c2ccccc2n1C ?
Mm-Cpn inhibitor: 1%; CCT modulator: 1.9; Nrf2 ARE act: 0.1%; TGFb inhibitor: inconclusive; EPAC2 antag: -1%; EPAC2 ag: 13%; pAkt inh: inactive; Nrf2 inh: inconclusive; A549 tox: -28%

What do the screens show for `CCc1ccc(CN2CCCC(CNS(=O)(=O)c3ccc(OC)cc3)C2)cc1` (stereo not given)?
Mm-Cpn inhibitor: 2%; CCT modulator: -0.1; Nrf2 ARE act: 3.6%; TGFb inhibitor: 4%; EPAC2 antag: -4%; EPAC2 ag: -3%; pAkt inh: inactive; Nrf2 inh: 19%; A549 tox: 0%

Results for CC(=O)Nc1cncc(-c2cnn(CC(C)C)c2)n1 ?
CCT modulator: -1.5; Nrf2 ARE act: 3.0%; TGFb inhibitor: 0%; EPAC2 antag: -5%; EPAC2 ag: 8%

How did COC(=O)c1ccccc1NC1OC(=O)c2ccccc21 (stereo not given) do in these assays?
Mm-Cpn inhibitor: 0%; CCT modulator: -0.8; Nrf2 ARE act: 0.2%; TGFb inhibitor: 14%; EPAC2 antag: -4%; EPAC2 ag: 1%; pAkt inh: inactive; Nrf2 inh: -7%; A549 tox: -1%

Not a retest: an excerpt of the list.
Results for CC(=O)Nc1cncc(-c2cnn(CC(C)C)c2)n1 ?
CCT modulator: -1.5; Nrf2 ARE act: 3.0%; TGFb inhibitor: 0%; EPAC2 antag: -5%; EPAC2 ag: 8%

How did COC(=O)c1ccccc1NC1OC(=O)c2ccccc21 (stereo not given) do in these assays?
Mm-Cpn inhibitor: 0%; CCT modulator: -0.8; Nrf2 ARE act: 0.2%; TGFb inhibitor: 14%; EPAC2 antag: -4%; EPAC2 ag: 1%; pAkt inh: inactive; Nrf2 inh: -7%; A549 tox: -1%

The list goes on.
How did O=Cc1cccn1-c1nccc(-c2ccco2)n1 do in these assays?
Mm-Cpn inhibitor: -4%; CCT modulator: 0.3; Nrf2 ARE act: inconclusive; TGFb inhibitor: 21%; EPAC2 antag: 9%; EPAC2 ag: -1%; pAkt inh: inactive; Nrf2 inh: 20%; A549 tox: -2%

What do the screens show for `CN(CC(=O)Nc1ccccc1Cl)C(=O)c1ccc(Cl)c(S(=O)(=O)N2CCCCCC2)c1`?
Mm-Cpn inhibitor: -2%; CCT modulator: 0.6; Nrf2 ARE act: -0.7%; TGFb inhibitor: -7%; EPAC2 antag: 2%; EPAC2 ag: 17%; pAkt inh: inactive; Nrf2 inh: inconclusive; A549 tox: -11%

Results for Cc1ccc(NC(=O)c2cccs2)cc1 ?
Mm-Cpn inhibitor: 0%; CCT modulator: 1.3; Nrf2 ARE act: 20%; TGFb inhibitor: -36%; EPAC2 antag: -16%; EPAC2 ag: 4%; pAkt inh: inactive; Nrf2 inh: inconclusive; A549 tox: 2%

Results for Cc1cccc(NC(=O)Cc2ccc(-c3ccccc3)cc2)n1 ?
Mm-Cpn inhibitor: -4%; CCT modulator: -2.6; Nrf2 ARE act: 2.5%; TGFb inhibitor: inconclusive; EPAC2 antag: -5%; EPAC2 ag: 8%; pAkt inh: inactive; Nrf2 inh: -1%; A549 tox: -2%

What do the screens show for `O=C(Nc1ccccc1Cl)O/N=C/c1ccc(F)cc1`?
CCT modulator: -0.2; Nrf2 ARE act: 0.3%; TGFb inhibitor: 21%; EPAC2 antag: 5%; EPAC2 ag: 2%; pAkt inh: inactive; Nrf2 inh: inconclusive; A549 tox: 5%

Results for CC(C)CNC(=O)COC(=O)c1c2c(nc3ccccc13)/C(=C\c1cccs1)CC2 ?
CCT modulator: -0.6; Nrf2 ARE act: 3.1%; TGFb inhibitor: -13%; EPAC2 antag: 8%; EPAC2 ag: -1%; pAkt inh: inactive; Nrf2 inh: inconclusive; A549 tox: 28%

Source: PubChem BioAssay (National Center for Advancing Translational Sciences (NCATS))
